# Screening results deposited in PubChem BioAssay by National Center for Advancing Translational Sciences (NCATS).
# Apoferritin bind: qHTS Assay for Identification of Novel General Anesthetics | 350,000 tested, 0.074% active | apoferritin/1-aminoanthracene competitive binding, fluorescence | Ferritin light chain (Equus caballus), P02791 | Potency, µM (top dose mostly 77.5 µM), for inactives: top-dose activity change, negative = displacement, most hits filed as inhibitors; also: potency is read from the fitted curve at half-maximal effect; % is scaled to controls: 0 for no effect and ±100 for the full control effect; nearly all actives have a fitted effect of over 20% in size
#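 Probe: 1-aminoanthracene (50% saturated, PBS). Protein: horse-spleen apoferritin, 10 uM. Incubation: 10 min, room temperature. Detection: 380 nm excitation, 535 nm emission. Analysis: normalized response, four-parameter Hill.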
# BLM helicase inh: qHTS Assay for Inhibitors of Bloom's syndrome helicase (BLM). recombinant BLM DNA unwinding, fluorescence dequenching. Potency, µM (titrated, usually from 56.1 µM), for the others: top-dose activity change, negative = inhibition, usual class: inhibitors. 350,000 tested, 0.2% active;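 also: potency is read from the fitted curve at half-maximal effect; plate controls were vehicle for no effect and no enzyme for full effect; nearly all actives have a fitted effect of over 35% in size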
# ERG Ets-DNA blk: qHTS for Small Molecule Inhibitors of the ERG Ets/DNA interaction | Potency, µM (top dose mostly 76.9 µM), inactives show at the highest dose FP activity, negative = inhibition, hits mostly inhibitors | fluorescence polarization, His-ERG Ets domain / labelled DNA | 370,000 tested, 0.028% active | Transcriptional regulator ERG (Homo sapiens), P11308; active = well fitted inhibition curve with a large enough effect in the polarisation, with a control signal flat; inconclusive = small, poorly fitted or top-dose-only effect, or effect the other way, or a change in a side signal; inactive = no such curve, though single readings can be large or run the other way; the % refers to the polarisation;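 also: polarization taken with two DNA probes labelled with fluorescein and Texas red; potency is read from the fitted curve at half-maximal effect; % of control where 0% means no effect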
# Target sequence (P11308 whole entry, looked up, the tested form may be a part): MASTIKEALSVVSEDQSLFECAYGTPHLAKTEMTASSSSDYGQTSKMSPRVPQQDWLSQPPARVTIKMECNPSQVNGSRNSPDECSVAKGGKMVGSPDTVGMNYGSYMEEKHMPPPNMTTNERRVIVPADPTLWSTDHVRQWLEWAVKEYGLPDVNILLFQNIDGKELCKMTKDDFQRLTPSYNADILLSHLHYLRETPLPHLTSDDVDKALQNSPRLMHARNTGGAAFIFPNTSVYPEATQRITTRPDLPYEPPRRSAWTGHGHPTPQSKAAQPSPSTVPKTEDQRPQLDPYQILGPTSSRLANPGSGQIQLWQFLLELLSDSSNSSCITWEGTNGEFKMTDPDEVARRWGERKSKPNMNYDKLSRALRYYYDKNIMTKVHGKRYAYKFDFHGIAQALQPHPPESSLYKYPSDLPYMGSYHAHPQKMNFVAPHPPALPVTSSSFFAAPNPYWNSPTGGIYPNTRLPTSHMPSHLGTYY
#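 His-tagged ERG Ets domain (1 uM in the protein solution; 300mM KCl, 50mM Tris-HCl, 1mM EDTA, 1mM DTT, pH 7.5) received compound, then a probe mix of 5 nM fluorescein-DNA and 100nM Texas-615-DNA. Fluorescence polarization was read for both dyes.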
# Pol beta inh: qHTS Assay for Inhibitors of DNA Polymerase Beta; P06746; Pol beta primer extension/strand displacement, fluorescence kinetic; Potency, µM (top dose mostly 114 µM), without a hit: at the highest dose activity change, negative = inhibition, most hits filed as inhibitors; 340,000 tested, 1.3% active; AID 485314, 2010; also: potency is read from the fitted curve at half-maximal effect; % is scaled to controls: 0 for no effect and ±100 for the full control effect
#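 Curves were derived by four-parameter Hill fits of normalized qHTS data. The kinetic fluorescent primer-extension read was taken at 0 and 10 min after 50 nM substrate, following a 15 min room-temperature preincubation of 10 nM enzyme with compounds.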
# APE1 inh: qHTS Assay for Inhibitors of the Human Apurinic/apyrimidinic Endonuclease 1 (APE1). DNA repair nuclease/redox regulator APEX1 (Homo sapiens), P27695. recombinant APE1, TAMRA/BHQ-2 abasic DNA cleavage fluorescence. Potency, µM (doses to about 65.8 µM), inactives show at the highest dose activity change, negative = inhibition, usual class: inhibitors. 350,000 tested, 0.35% active;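 also: potency is read from the fitted curve at half-maximal effect; plate controls were vehicle for no effect and reference inhibitor for full effect; nearly all actives have a fitted effect of over 55% in size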
#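 Readout is kinetic fluorescence (ex 525, em 598 nm) from cleavage of 50 nM TAMRA/BHQ-2 THF abasic duplex by 0.75 nM APE1, compound added 15 min beforehand at RT.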
# TRHR agonist: qHTS for Small Molecule Agonists and Allosteric Enhancers of Human TRH Receptor: Primary Screen for Agonists; Thyrotropin-releasing hormone receptor (Homo sapiens), P34981; TRHR cells, calcium flux fluo-8, FDSS agonist mode; activation, % at 2 µM; 360,000 tested, 0.18% active; AID 493084, 2011; in the data active = activation above about 30%; also: 0% is about no effect
#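 Fluo-8-loaded TRHR cells; 10 s baseline, compound added, kinetic Ca2+ fluorescence read 1/s, agonist mode.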
# ALOX12 inh: Primary qHTS assay for inhibitors of human arachidonate 12S-lipoxygenase (ALOX12): Round 2 | AID 1671190, 2021 | 580,000 tested, 1.1% active | purified 12hLO, xylenol orange hydroperoxide absorbance | Polyunsaturated fatty acid lipoxygenase ALOX12 (Homo sapiens), P18054 | Potency, µM (highest dose often 108 µM), inactives show at the top dose activity change, negative = inhibition, hits mostly inhibitors; also: potency is read from the fitted curve at half-maximal effect; % is scaled to controls: 0 for no effect and ±100 for the full control effect
# Target sequence (P18054 whole entry, looked up): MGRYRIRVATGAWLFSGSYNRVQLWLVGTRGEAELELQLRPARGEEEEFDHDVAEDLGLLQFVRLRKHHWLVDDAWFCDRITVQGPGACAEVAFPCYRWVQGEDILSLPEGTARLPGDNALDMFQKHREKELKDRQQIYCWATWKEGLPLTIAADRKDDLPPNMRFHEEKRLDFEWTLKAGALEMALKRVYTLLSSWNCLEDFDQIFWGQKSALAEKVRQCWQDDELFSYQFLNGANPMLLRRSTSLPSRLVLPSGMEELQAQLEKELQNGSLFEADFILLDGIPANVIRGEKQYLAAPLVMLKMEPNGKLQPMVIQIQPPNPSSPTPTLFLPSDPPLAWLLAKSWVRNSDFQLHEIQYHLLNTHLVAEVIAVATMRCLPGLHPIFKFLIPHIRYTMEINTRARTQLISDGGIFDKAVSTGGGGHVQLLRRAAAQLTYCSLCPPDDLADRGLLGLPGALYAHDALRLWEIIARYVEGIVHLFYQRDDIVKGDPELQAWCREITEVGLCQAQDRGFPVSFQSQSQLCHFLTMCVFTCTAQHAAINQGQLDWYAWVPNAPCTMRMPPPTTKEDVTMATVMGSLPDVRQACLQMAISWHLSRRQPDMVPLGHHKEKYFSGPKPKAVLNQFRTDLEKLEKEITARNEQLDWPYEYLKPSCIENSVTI
#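 Hydroperoxide product was detected by ferrous iron/xylenol orange as the 573 to 405 nm absorbance ratio. Arachidonic acid at 40 uM (final) was turned over for 30 min at room temperature by 150 nM human 12hLO, pH 7.0 Hepes buffer, after 15 min compound preincubation.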
# POLK inh: qHTS for Inhibitors of Polymerase Kappa; purified Pol kappa, fluorescent DNA synthesis assay, 10 min; 400,000 tested, 0.53% active; DNA polymerase kappa (Homo sapiens), Q9UBT6; Potency, µM (series often up to 107 µM), for the others: at the top dose activity, negative = inhibition, actives largely listed as inhibitors; also: potency is read from the fitted curve at half-maximal effect; % is scaled to controls: 0 for no effect and ±100 for the full control effect
#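 Enzyme at 10 nM met test compounds for 15 min at room temperature. Substrate addition (50 nM final) began the reaction, which was monitored by fluorescence at 0 and 10 min.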
# Pol iota inh: qHTS for Inhibitors of Polymerase Iota; DNA polymerase iota (Homo sapiens), Q9UNA4; Pol iota fluorescent replication assay, 10 min; Potency, µM (top dose mostly 115 µM), for inactives: at the top dose activity, negative = inhibition, hits mostly inhibitors; 390,000 tested, 1% active; AID 588590, 2011; also: potency is read from the fitted curve at half-maximal effect
#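 Fluorescent replication assay read twice, at 0 min and 10 min after adding 50 nM (final) substrate. Enzyme (10 nM) and compounds were first incubated 15 min at room temperature; enzyme-free buffer wells were negative controls.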
# Starred values were filed as active, the others as inactive; i = inactive; ? = inconclusive; . = no result given; & = joins results of further samples; [ ] = dose if it differs, or a comment. Unless noted, calls follow the shape of the dose curve; as a rule, active = well fitted curve in the direction sought with a large enough effect; inconclusive = small, poorly fitted or top-dose-only effect, or another doubt; inactive = no such curve, though single readings can be large; an effect the other way counts as inactive or inconclusive. These rows are one share of the data. The share of hits here may be higher or lower than overall.
SMILES,Apoferritin bind,BLM helicase inh,ERG Ets-DNA blk,Pol beta inh,APE1 inh,TRHR agonist,ALOX12 inh,POLK inh,Pol iota inh
CC(C)c1nc(SCC(=O)c2ccccc2)c2c(=O)n(C)c(=O)n(C)c2n1,2%,1%,1%,2%,-3%,0.1,7%,15%,24%
Cc1cccc(N2C(=O)C(Cc3ccccc3)NC2=S)c1 (stereo not drawn),0%,-2%,-2%,27%,-7%,-0.2,-1%,-5%,10%
Cn1cnnc1SC(C(=O)Nc1cc(Cl)cc(Cl)c1)c1ccccc1 (stereo not drawn),49%[activator],-5%,1%,3%,-5%,0.1,1%,-12%,16%
COc1cccc(CNC(=O)CCC2CCCN(C(=O)CCc3c(C)noc3C)C2)c1 (stereo not drawn),-4%,-3%,-3%,4%,-6%,1.7,-1%,12%,31%[activator]
Cc1cn(-c2cccnc2)c(C)c1CNC[C@H]1O[C@@H](n2cnc3c(N)ncnc32)[C@H](O)[C@@H]1O,.,.,-3%,.,4%,.,3%,7%,18%
O=C(NC1CCN(Cc2ccccc2)CC1)c1ccc(Cn2c(=O)c3ccccc3n(Cc3ccc(Cl)cc3)c2=O)cc1,5%,-6%,-13%,33%,.,0.8,?,-5%,-15%
CC(=O)N1N=C(c2ccccc2)OC1c1cccnc1 (stereo not drawn),-5%,-2%,6%,4%,-5%,0.1,7%,5%,-7%
COc1ccc(C(CNC(=O)c2ccc(C)c(S(=O)(=O)Nc3ccccc3OC)c2)N2CCCC2)cc1 (stereo not drawn),?,12%,-9%,2%,53%,0.4,-2%,3%,60%[activator]
Cc1nnc(Sc2nc3c(c(=O)n(C)c(=O)n3C)n2Cc2ccc(Cl)cc2)s1,-2%,0%,-4%,-1%,10%,0.6,4%,-12%,27%
Cc1cc(C)n(-c2nc(SCC(=O)NCC3CCCO3)c3c4c(sc3n2)CCCC4)n1 (stereo not drawn),-12%,-5%,.,35%,15%,-1.1,.,.,.
COc1ccc(C2(O)CN(c3ccc(C)cc3)C3=[N+]2CCCC3)cc1 (stereo not drawn),-7%,-7%,3%,27%,0%,0.1,1%,-2%,127%[activator]
CCOC(=O)c1sc2nc(NC(=O)C3CC3)sc2c1C,2%,3%,1%,28%,7%,-0.9,43%[activator],0%,-26%
CN(C)S(=O)(=O)c1cccc(NC(=O)Cn2cnc3ccccc3c2=O)c1,-22%,0%,0%,4%,-4%,-0.2,1%,-9%,21%
O=[N+]([O-])c1ccccc1S(=O)(=O)c1ccccc1,-16%,-3%,-8%,25%,7%,-0.3,-6%,-3%,-10%
O=c1ccc(/C=C/c2ccccc2)nn1Cc1ccc(Cl)cc1Cl,-5%,-1%,0%,6%,2%,0.4,i,-6%,11%
O=C(COc1ccc(Br)cc1Br)Nc1ccc(S(=O)(=O)Nc2ncccn2)cc1,0%,3%,-2%,-1%,.,-0.6,-24%,-6%[60.1 µM],-3%
Cc1cc(NC(=O)c2c(Br)cnn2C)no1,-4%,-1%,1%,-7%,9%,0.3,4%,4%,16%
Nc1c(N(Cc2ccccc2)C(=O)COc2ccc([N+](=O)[O-])cc2)c(=O)[nH]c(=O)n1Cc1ccccc1,.,.,1%,.,.,.,-13%,-8%,-6%
COc1cccc(C(O)c2nc3ccccc3n2C(C)C)c1 (stereo not drawn),-6%,1%,.,5%,3%,-0.4,22%,-10%[60.1 µM],16%
Nc1nc(SCC(=O)Nc2ccc(Cl)cc2)[nH]c(=O)c1-c1ccccc1,3%,-2%,26%,21%,-10%,0.2,-8%,-4%,93%[activator]
CCOCCCNC(=O)c1ccc2c(c1)OCO2,1%,-3%,-17%,14%,9%,0.1,7%,-9%,3%
O=S(=O)(NCCc1csc(-c2ccccc2)n1)c1ccc2c(c1)OCCO2,3%,-6%,2%,-14%,0%,-1.5,?,-11%,-6%
COc1cc(C(=O)Nc2nnc(CC(C)(C)C)s2)cc(OC)c1OC,?,-2%,12%,9%,.,0.5,-15%,-3%,?
CC(=O)c1cccc(NC(=O)N2CCC(CN3CCCCC3)CC2)c1,-1%,1%,-11%,-16%,.,1.4,-23%,-12%,-5%
O=C(NNC1=Nc2ccccc2SC1)c1ccc(F)cc1,0%,-9%,-1%,9%,-4%,-0.2,112%[activator],-14%,107%[activator]

# Remaining list, next part:
SMILES,Apoferritin bind,BLM helicase inh,ERG Ets-DNA blk,Pol beta inh,APE1 inh,TRHR agonist,ALOX12 inh,POLK inh,Pol iota inh
CC1(C)C2([N+](=O)[O-])CN3CC1([N+](=O)[O-])CN(C2)C3C(O)C(O)C(O)CO (stereo not drawn),-1%,0%,4%,-2%,-1%,0.5,8%,-21%,-23%
CCOC(=O)c1c(CN2CCOCC2)n(-c2ccccc2)c2ccc(O)cc12,-15%,-3%,0%,-20%,1%,-0.3,-35%,-8%,12%
CC(OC(=O)c1cc2sccc2n1C)C(=O)NCC1CCCO1 (stereo not drawn),-8%,-1%,0%,37%,0%,-0.1,-3%,-4%,-8%
Cc1cc(O)c(C(c2ccc(F)cc2)N2CCCCC2)c(=O)n1Cc1ccco1 (stereo not drawn),-12%,0%,5%,7%,.,0.2,-13%,-3%[60.1 µM],9%
CCCC(C)(C)C(=O)Nc1ccc(Cl)cc1,-12%,0%,.,.,-8%,.,.,14%[60.1 µM],.
O=C(CSc1nnc(-c2ccccc2)o1)Oc1ccc(Br)cc1,-4%,-5%,.,-8%,19%,-0.3,0%[57.4 µM],-6%,8%
CCCNC(=O)c1ccc2c(=O)n(Cc3ccco3)c(=S)[nH]c2c1,-13%,-2%,-12%,?,-10%,-0.4,10%,-18%,68%[activator]
CCOc1ccc(-c2noc(CCCC(N)=O)n2)cc1OC,-7%,-3%,3%,1%,-6%,1.2,-5%,-1%,4%
Cn1c(=O)cc(OCC(=O)NCc2cccnc2)c2ccccc21,-5%,-1%,-3%,34%,19%,.,-21%,-14%,?
O=c1c2ccc(Cl)cc2nc(-c2cccc(C(F)(F)F)c2)n1O,-12%,-4%,0%,14%,14%,7.3,?,-17%,3%
CC(=O)C[C@H]1c2cc(C(F)(F)F)ccc2S(=O)(=O)N1C1CCCCC1,.,.,-22%,.,.,.,-10%,15%&3%,7%&11%
CCOC(=O)[C@@H]1[C@H]2COc3cc(OC)ccc3[C@H]2N2C(=O)N(c3ccccc3)C(=O)[C@]12C,.,.,-2%,.,0%,.,0%,-1%,-2%
CCS(=O)(=O)N1CCC(NC(=O)C(Cc2cccc(OC)c2OC)NC(C)=O)CC1 (stereo not drawn),-13%,1%,-2%,16%,22%,0.2,0%,3%,63%[activator]
Cc1ccc(S(=O)(=O)N(C)C)cc1NC(=O)COC(=O)CNC(=O)c1cccs1,.,.,4%,.,-3%,-0.3,17%,-16%,13%
CCOC(=O)c1ccc(NC(=O)CSc2nc(N)c(NC(=O)c3ccc(Br)o3)c(=O)[nH]2)cc1,-5%,-17%,-4%,?,10%,0.2,-26%,-2%,-28%
Cc1cc(C)c2sc(NNC(=O)C3COc4ccccc4O3)nc2c1 (stereo not drawn),-18%,4%,-11%,5%,-2%,-1.4,?,-9%,21%

# Looked up by structure from the list above, 2 records:
SMILES,Apoferritin bind,BLM helicase inh,ERG Ets-DNA blk,Pol beta inh,APE1 inh,TRHR agonist,ALOX12 inh,POLK inh,Pol iota inh
CCOc1ccc(-c2noc(CCCC(N)=O)n2)cc1OC,-7%,-3%,3%,1%,-6%,1.2,-5%,-1%,4%
O=c1c2ccc(Cl)cc2nc(-c2cccc(C(F)(F)F)c2)n1O,-12%,-4%,0%,14%,14%,7.3,?,-17%,3%

# 9 successive records out of the list so far, quoted:
SMILES,Apoferritin bind,BLM helicase inh,ERG Ets-DNA blk,Pol beta inh,APE1 inh,TRHR agonist,ALOX12 inh,POLK inh,Pol iota inh
CCOc1ccc(-c2noc(CCCC(N)=O)n2)cc1OC,-7%,-3%,3%,1%,-6%,1.2,-5%,-1%,4%
Cn1c(=O)cc(OCC(=O)NCc2cccnc2)c2ccccc21,-5%,-1%,-3%,34%,19%,.,-21%,-14%,?
O=c1c2ccc(Cl)cc2nc(-c2cccc(C(F)(F)F)c2)n1O,-12%,-4%,0%,14%,14%,7.3,?,-17%,3%
CC(=O)C[C@H]1c2cc(C(F)(F)F)ccc2S(=O)(=O)N1C1CCCCC1,.,.,-22%,.,.,.,-10%,15%&3%,7%&11%
CCOC(=O)[C@@H]1[C@H]2COc3cc(OC)ccc3[C@H]2N2C(=O)N(c3ccccc3)C(=O)[C@]12C,.,.,-2%,.,0%,.,0%,-1%,-2%
CCS(=O)(=O)N1CCC(NC(=O)C(Cc2cccc(OC)c2OC)NC(C)=O)CC1 (stereo not drawn),-13%,1%,-2%,16%,22%,0.2,0%,3%,63%[activator]
Cc1ccc(S(=O)(=O)N(C)C)cc1NC(=O)COC(=O)CNC(=O)c1cccs1,.,.,4%,.,-3%,-0.3,17%,-16%,13%
CCOC(=O)c1ccc(NC(=O)CSc2nc(N)c(NC(=O)c3ccc(Br)o3)c(=O)[nH]2)cc1,-5%,-17%,-4%,?,10%,0.2,-26%,-2%,-28%
Cc1cc(C)c2sc(NNC(=O)C3COc4ccccc4O3)nc2c1 (stereo not drawn),-18%,4%,-11%,5%,-2%,-1.4,?,-9%,21%
